Screening results deposited in PubChem BioAssay by several laboratories.
CaV13 FRET inh: Disruptors of the CACNA1D IQ motif to Ca2+-dependent inactivation inhibitor domain association, primary screening, Förster resonance energy transfer in intact living … | HEK cells, CFP/YFP FRET ICDI-IQ, plate reader, 10 min; percent FRET-ratio fall versus neutral wells | inhibition, % at 12.3 µM | 340,000 tested, 0.098% active;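 active = mean replicate inhibition of at least 30% and at least 1% of replicates passing that level; inconclusive = only one of the two criteria is met; inactive = neither criterion is met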;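 also: 0% = median of the neutral control wells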
MC4R antag cAMP: blocks human MC4R cAMP signaling. P32245. MC4R-expressing cells, MTII-stimulated cAMP, LANCE TR-FRET. inhibition, % at 6.5 µM. 360,000 tested, 0.48% active;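 active = inhibition above its plate's cutoff, the mean of tested wells on that plate plus 3 SD, cut at about 29% in these data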;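 also: 0% = Melanotan II alone and 100% = Melanotan II plus saturating MCL0020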
Target sequence (P32245 whole entry, looked up): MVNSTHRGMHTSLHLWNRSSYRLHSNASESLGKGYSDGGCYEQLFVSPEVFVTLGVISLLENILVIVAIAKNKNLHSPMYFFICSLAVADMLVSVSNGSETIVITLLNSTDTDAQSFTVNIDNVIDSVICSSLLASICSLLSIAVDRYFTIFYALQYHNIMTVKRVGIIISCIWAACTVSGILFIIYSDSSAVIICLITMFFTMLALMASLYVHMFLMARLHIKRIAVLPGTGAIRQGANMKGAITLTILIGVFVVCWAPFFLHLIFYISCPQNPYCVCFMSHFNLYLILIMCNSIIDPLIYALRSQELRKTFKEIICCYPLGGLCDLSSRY
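Material – human MC4R-expressing U2OS cells · Repeats – no replicates · Detection – TR-FRET with Eu-cAMP and labeled anti-cAMP, 671 nm · Times – compound 30 min, challenge 1 h, detection 1 h · Compound – single nominal compound dose of 6.5 µM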
MC4R ag barr: activates human MC4R beta-arrestin recruitment; P32245; U2OS MC4R beta-arrestin complementation, luminescence; percent of melanotan II response, DMSO zero; activation, % at 8.9 µM; 360,000 tested, 0.98% active;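 active = activation above a per-plate cutoff, the mean activation of sample wells on that plate plus 3 SD, cut at about 8% in these data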
Vif imaging: inhibitors of HIV Vif | HEK293T cells, Vif self-association by quenched fluorescence, imaging, 24 h | inhibition, % at 7.49 µM | 340,000 tested, 0.35% active | AID 602346; in the data active = inhibition above about 50%, passing the limit was not always enough; inconclusive = no clear call, values can overlap the other calls; inactive = below about 31%; also: some results filed as inactive read as strong as hits
aDG glyco act: alpha-DG glycosylation activation. activation, % at 10 µM. AID 624168. 360,000 tested, 0.22% active. Pro5-aDG cells, alpha-DG glycosylation AlphaScreen (IIH6); 0% Pro5, 100% B10-LARGE cell signal;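 active = activation of at least 8% versus controls, or a plate z-score of at least 8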;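 also: Pro5 are CHO cells carrying HIG-tagged alpha-DG that lacks glycosylation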
PDI inh: blocks human protein disulfide isomerase activity; PDI insulin aggregation turbidity, A650, 90 min; 350,000 tested, 0.052% active; inhibition, % at 10 µM;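 active = mean inhibition across replicates of 30% or more, whatever share of single replicates reach that level; inconclusive = mean inhibition below 30% while every single replicate reaches 30%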;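 also: absorbance from insulin aggregation driven by PDI reduction with DTT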
H9c2 protect: protects H9c2 cardiomyocytes from peroxide injury. protection from H2O2 cell death, % at 20 µM. 360,000 tested, 0.63% active. AID 588492. H2O2 injury protection, ATPLite, 2 h;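 active = compounds giving at least 50% protection of heart cells from peroxide-induced death in the single-dose screen, raw or plate-pattern-corrected value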;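 also: 0% = DMSO wells with peroxide and 100% = DMSO wells without peroxide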
N-glyco inh: N-linked glycosylation inhibition; AID 588692; D54 ERlucT glycosylation luciferase reporter, 24 h; percent of 100 nM tunicamycin response; 360,000 tested, 0.23% active; reporter increase, % at 12.5 µM;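 active = mean luciferase reporter signal, scaled so untreated is 0 and the glycosylation-blocking control 100, at or above a set limit in every replicate; inconclusive = mean reaches the limit but not every replicate does; inactive = mean below the limit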;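 also: luciferase carries N-glycosylation sites so blocking glycosylation raises the light; 0% = median of neutral control wells and 100% = median of 100 nM tunicamycin wells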
HTR2A ag: activates the mouse 5-HT2A serotonin receptor | 360,000 tested, 0.66% active | P35363 | CHO-K1 mHTR2A beta-arrestin complementation, luminescence; percent of 30 µM serotonin response | activation, % at 7.6 µM;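 active = activation above a run cutoff, the mean activation of all tested compounds plus 3 SD, cut at about 14% in these data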;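 also: 0% = plate median of compound wells and 100% = 30 µM serotonin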
Target sequence (P35363 whole entry, looked up): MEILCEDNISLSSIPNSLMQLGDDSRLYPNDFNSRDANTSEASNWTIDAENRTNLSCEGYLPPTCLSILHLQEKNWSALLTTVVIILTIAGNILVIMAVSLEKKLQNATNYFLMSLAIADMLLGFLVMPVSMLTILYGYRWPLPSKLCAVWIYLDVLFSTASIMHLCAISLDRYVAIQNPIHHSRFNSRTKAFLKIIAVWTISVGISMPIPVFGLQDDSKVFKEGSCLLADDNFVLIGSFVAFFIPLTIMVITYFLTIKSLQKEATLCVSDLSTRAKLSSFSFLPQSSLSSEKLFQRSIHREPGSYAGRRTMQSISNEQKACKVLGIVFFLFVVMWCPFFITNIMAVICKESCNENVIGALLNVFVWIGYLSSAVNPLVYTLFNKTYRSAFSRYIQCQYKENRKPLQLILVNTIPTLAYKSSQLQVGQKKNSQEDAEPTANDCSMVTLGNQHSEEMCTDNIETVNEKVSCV
ABCB6 inh MLPCN: human ABCB6 transporter inhibition; Q9NP58; K562-ABCB6 porphyrin accumulation, flow cytometry, 1 h; hits give low values; fluorescence ratio to DMSO, % at 10 µM; 360,000 tested, 0.19% active;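 active = fluorescence ratio to DMSO below 75%, the collection mean minus 3 SD; inconclusive = too few cells collected in the well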;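 also: signal is porphyrin accumulated inside mitochondria; 100% equals median channel fluorescence of DMSO control wells; lower ratio means ABCB6 inhibition with less porphyrin fluorescence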
Active calls of the source: *; ? = inconclusive; . = not tested or not shown. An unsorted share of the library; any-hit rate near 3.6%.

SMILES	CaV13 FRET inh	MC4R antag cAMP	MC4R ag barr	Vif imaging	aDG glyco act	PDI inh	H9c2 protect	N-glyco inh	HTR2A ag	ABCB6 inh MLPCN
Cc1ccc(CC2CC(=O)N(c3ccc(C)cc3)C2=O)cc1 (stereo unspecified)	-7	1	-1.6	-7	-0.4	-1	2	0	-2	94
CC1=C(C(=O)Nc2cc(C)ccn2)C(c2ccc(C)cc2)C2=C(CCCC2=O)N1 (stereo unspecified)	.	9	-2.1	.	0.0	13	-2	1	3	91
CCC1(C(=O)c2ccc(Cl)cc2)C2c3ccccc3OC(=O)C21C(=O)Nc1ccccc1 (stereo unspecified)	-6	5	5.4	-3	0.0	-1	21	1	7	90
Cc1ccc(S(=O)(=O)N2CCC(C(N)=O)CC2)cc1C(=O)NC1CCCCC1	-2	0	-0.4	-7	-0.1	-13	-8	3	11	99
CCOC(=O)N1CCC(=NNC(=O)c2ccccc2F)CC1	-2	18	1.4	-5	0.3	-13	2	1	4	101
COc1ccc(C2C=C(c3ccc(F)cc3)NC(=S)N2)cc1OC (stereo unspecified)	-4	0	-1.1	3	-0.2	-6	9	2	4	107
COc1ccc(S(=O)(=O)N2CCC(C(=O)NCC3CCCCC3)CC2)cc1	-3	13	-1.8	-2	-0.1	7	-3	1	-4	105
COCCNC(=O)/C(C#N)=C/c1cccc(OCc2ccccc2)c1	-14	17	-5.0	0	0.3	-2	32	5	0	97
CCOC(=O)[C@H]1Nc2ccc(Cl)cc2[C@@H]2[C@H]1C1CC(c3ccccc31)N2C(=O)OCc1ccccc1 (stereo partly specified)	-7	.	.	2	-0.3	.	-4	-4	2	98
N#Cc1c(NC(=O)CN2CCCCC2)sc2c1CCC2	-3	14	-0.7	7	-0.2	-13	-3	0	8	92
COc1cc(C(=O)NC(CCSC)C(=O)Nc2ccc(N3CCOCC3)cc2)cc(OC)c1OC (stereo unspecified)	-3	-1	0.4	.	-0.2	-2	0	-4	-9	89
CC(=O)N1CCc2ccc(S(=O)(=O)N3CCc4ccccc43)cc21	-6	6	-1.6	-8	2.3	3	-21	-1	-1	98
Cn1c(=O)c(=O)n(C)c2cc(S(=O)(=O)Nc3ccc(OC(F)(F)F)cc3)ccc21	-7	12	-1.0	.	-0.2	0	-2	1	14	98
COC(=O)Cn1c2ccccc2c2nc3ccccc3nc21	-6	16	-1.2	-1	0.1	-6	1	5	1	100
Cc1ccccc1N=C1C(=O)Nc2ccccc21	-13	0	-0.3	1	0.8	3	0	2	-3	75
Cn1c(CSCc2ccc(Cl)c(Cl)c2)nnc1SCC(=O)Nc1nccs1	-2	2	5.3	-31	1.4	1	-21	-2	2	88
CCC1(C)Cc2ccccc2-c2nc(NN)[nH]c(=O)c21 (stereo unspecified)	-4	4	0.6	1	0.4	-8	2	1	4	95
COC(=O)c1cn(C(=O)c2cc(C)cc(C)c2)c2ccccc12	-5	0	0.8	20	-0.2	-3	-3	5	2	98
O=C(O)c1cc(S(=O)(=O)N(Cc2ccccc2)c2ccccc2Cl)ccc1Cl	-18	1	-1.4	-11	0.3	-2	3	1	9	102
Cc1ccc(C2=NC3(CCCCC3)NC2=S)cc1	-5	0	3.0	-3	0.0	-8	5	-2	-4	94
Cc1ccccc1NC(=O)/C(C#N)=C/c1ccc[nH]1	-3	1	-3.3	12	-0.3	0	1	-1	-1	102
Cc1cccc(C)c1NC(=O)CNC(=O)c1ccc(N2CCCC2=O)cc1	-6	7	0.2	?	-0.2	-6	9	1	3	96
Cc1ccc(C)n1-c1sc2c(c1C(=O)O)CCCC2	-3	24	-1.1	-10	-0.3	0	5	6	3	100
CC(=O)Nc1ccc(S(=O)(=O)N2CCC(C(=O)NC3CC3)CC2)cc1	-4	7	-1.3	-3	0.4	-7	3	0	1	97

Compound profiles, as listed above. Order of screens: CaV13 FRET inh	MC4R antag cAMP	MC4R ag barr	Vif imaging	aDG glyco act	PDI inh	H9c2 protect	N-glyco inh	HTR2A ag	ABCB6 inh MLPCN
Cc1ccccc1NC(=O)/C(C#N)=C/c1ccc[nH]1 in the list: -3	1	-3.3	12	-0.3	0	1	-1	-1	102
CCC1(C)Cc2ccccc2-c2nc(NN)[nH]c(=O)c21 (stereo unspecified) in the list: -4	4	0.6	1	0.4	-8	2	1	4	95

The listing continues:
SMILES	CaV13 FRET inh	MC4R antag cAMP	MC4R ag barr	Vif imaging	aDG glyco act	PDI inh	H9c2 protect	N-glyco inh	HTR2A ag	ABCB6 inh MLPCN
CN(C(=O)c1ccc(NC(=O)C2CCCN(C(=O)OC(C)(C)C)C2)cc1)C1CCCC1 (stereo unspecified)	-6	5	-2.1	9	0.5	-4	2	1	2	98
O=C(NCc1cccc(Cl)c1)c1ccc(N2CC3CC(C2)c2cccc(=O)n2C3)c(NC(=O)c2cccnc2)c1 (stereo unspecified)	-5	19	-2.7	-2	0.3	-5	-2	0	-3	103
Cc1c(NC(=O)Cc2cccs2)cccc1[N+](=O)[O-]	-6	12	-0.6	11	1.0	-7	0	-1	5	99
CCC1Oc2ccc(Cl)cc2N(CC(=O)O)C1=O (stereo unspecified)	-4	9	-2.4	7	-0.1	3	0	0	3	102
Cc1ccc(S(=O)(=O)N(CCC(=O)O)c2ccccc2)cc1	-3	3	-2.2	-2	0.1	-7	-2	0	5	100
CCc1ccc(NC(=O)Cc2cn(C)c3ccccc23)cc1	-6	16	1.2	4	0.0	-5	-3	-1	-7	101
COc1ccc(C2CC(=O)NC(=O)C2)cc1	-18	1	-4.1	41	0.0	4	8	0	2	95
CCCCOCCCNC(=O)C[C@@H]1C[C@@]2(C(=O)OCC)CCC=C2N(CCC2=CCCCC2)C1=O	-3	.	.	.	0.0	.	.	.	6	96
COc1cc(Br)cc(C(=O)N2CCc3ccccc32)c1OC	-16	4	-0.9	8	-0.1	2	0	-2	-3	103
COc1ccc(N2C(=O)/C(=C/N(C)C)NC2=S)cc1	-4	10	-2.0	-6	0.4	-1	0	-1	3	98
O=C(NCC1CCCCC1)C1CCCN(C(=O)NC2CCCCC2)C1 (stereo unspecified)	.	-1	-0.4	-19	0.1	-6	-2	0	9	100
CCOC(=O)c1c(NC(=O)CCC(=O)N2CCOCC2)sc2c1CC(C)(C)OC2	.	8	-1.0	55*	-0.1	9	-5	-3	-3	96
C[C@@H](NC(=O)c1nc[nH]c1C(=O)NCC(=O)OC(C)(C)C)c1ccccc1	4	1	2.0	-3	0.7	-2	1	1	-1	92
CCOC(=O)C1(CCCc2ccccc2)CCN(C(=O)c2cncs2)CC1	-8	10	2.3	7	0.2	0	-5	-4	-3	95
CCCn1cnc2sc(C(N)=O)c(C)c2c1=O	0	1	-3.2	4	-0.3	14	-2	1	-1	110
Cc1ccc(NC(=O)CC2SC(=NC3CCCCC3)NC2=O)cc1 (stereo unspecified)	-5	-2	-1.2	0	0.2	-4	1	-1	-3	105
CC1(C(=O)NS(=O)(=O)C2CC2)CCCN(C(=O)CSc2ccccc2)C1 (stereo unspecified)	-6	6	0.3	-1	-0.2	8	-2	1	0	80
CCOC(=O)c1ccc(CNC(=O)CSc2nnc(-c3ccncc3)o2)cc1	-3	-4	-0.5	-2	-0.1	-8	0	-3	6	102
CC(=O)n1cc(C2C(=O)CC(C)(C)CC2=O)c2ccccc21	.	4	-4.0	1	0.7	-1	-2	0	-3	99
CC(=O)Nc1nc(C)c(-c2csc(Nc3cccc([N+](=O)[O-])c3)n2)s1	.	-14	-0.1	-3	-0.4	-7	44	-8	-1	91
CCc1cccc(CC)c1NC(=O)COc1ccccc1C(=O)c1cc(C#N)c(=O)n(C2CCCCC2)c1	-4	8	-0.8	5	0.6	-17	-2	-2	-4	93
Cc1ccc(S(=O)(=O)N(C)C)cc1NC(=O)COC(=O)COc1ccccc1[N+](=O)[O-]	-7	-4	-1.0	1	-0.2	-2	4	1	0	98
COc1ccccc1C(=O)COC(=O)Cc1c[nH]c2ccccc12	-3	11	-1.3	.	0.0	6	-6	1	-3	98
OC1COCOC1C(O)C1OCOCC1O (stereo unspecified)	-8	5	-1.8	-1	0.3	1	2	0	0	90
CCOc1ccc(CNC(=O)CCC(=O)n2nc(C)c3ccccc32)cc1	-7	1	-0.4	-9	0.2	9	0	-3	1	106
Cc1ccc2[nH]c(=O)c(N3CCOCC3)c(-c3ccccc3)c2c1	-4	10	5.8	4	-0.1	-10	-2	6	4	90
O=P(Cc1cccc[n+]1[O-])(c1ccccc1)c1ccccc1	-5	2	-1.3	13	-0.2	-3	-2	-1	1	97
O=C(Nc1ccc(NC(=O)C2CC2)nc1)c1ccccc1F	-4	10	0.9	17	0.0	7	2	0	-4	101
Cc1c(C=O)c2ccccc2n1CC(=O)NC(C)c1ccccc1 (stereo unspecified)	-2	3	0.6	-6	0.6	7	-5	-3	8	102
O=C(CCS(=O)(=O)c1cccc2nsnc12)NCc1ccccc1	-5	1	-2.6	3	1.9	2	8	1	-2	92
CC(NC(=O)/C=C/c1cnc2ccccc2n1)C12CC3CC(CC(C3)C1)C2 (stereo unspecified)	-13	-10	5.7	0	0.6	5	-11	-8	-4	97
CN(C)c1ccc(/C=N/Nc2nncc3ccccc23)cc1	-3	2	0.1	1	-0.1	-1	-18	-13	8	96
O=C(Cn1cnc2c(cnn2-c2ccccc2)c1=O)Nc1cc(S(=O)(=O)N2CCOCC2)ccc1Cl	-13	12	-2.8	-10	0.5	4	-10	4	1	92
COc1ccc(OCc2nn3c(-c4ccco4)nnc3s2)cc1	-1	-4	-1.6	.	0.8	3	40	-2	7	198
Cc1csc(=Nc2ccccc2)n1CCO	-3	-2	-1.7	-2	-0.4	11	4	1	2	98
Cc1ccc(S(=O)(=O)NCCC(=O)Nc2ccc(C)c(Cl)c2)cc1C	-3	-3	11*	4	0.3	1	-12	2	-6	99
COc1ccc(OC)c2c1sc(=NC(=O)C1CC1)n2C	5	-5	-0.3	-1	-0.1	-17	-1	6	-2	100
Nc1nc(SCc2ccc(Cl)cc2Cl)n[nH]1	.	-2	-0.6	-7	0.0	-3	-15	0	-3	97
COc1ccc(N2C(=O)C(CC(=O)Nc3ccccc3)N(CCc3ccc(OC)c(OC)c3)C2=O)cc1 (stereo unspecified)	6	17	-2.5	-7	0.0	-2	3	-1	3	103
CCN(Cc1ccccc1)S(=O)(=O)c1ccc2c(c1)NC(=O)CC(=O)N2	6	11	-2.3	-1	-0.1	2	-1	2	0	96
O=C(CCCn1c(=S)[nH]c2cc3c(cc2c1=O)OCO3)NCCc1ccccc1Cl	-16	4	-0.3	6	-0.2	-7	6	2	-3	105
O=C(NCCS(=O)(=O)N1CCN(c2ccccc2)CC1)C1CC1	-16	5	-2.4	-5	-0.4	-3	-5	3	-2	95
O=C(COC(=O)Cn1cnc2ccccc2c1=O)Nc1ccc(Cl)c(C(F)(F)F)c1	2	8	1.1	1	-0.2	3	-13	2	-3	100
CC1(C)CC(=O)N(CC(=O)O)c2ccccc2S1(=O)=O	2	4	0.5	5	-0.2	.	-2	0	4	95
